# Source: PubChem (several laboratories)
# Mcl1-Noxa inh = Mcl-1/Noxa interaction inhibition | TR-FRET Mcl-1/Noxa peptide binding, 2 h | Q07820 | 220,000 tested, 1.5% active | inhibition, % at 21.7 µM;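 active = compounds that cut the protein-peptide binding signal by more than 50% relative to plate controls in a single-dose test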;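 also: His-tagged Mcl-1 with rhodamine Noxa BH3 peptide and terbium anti-His antibody; 0% = Mcl-1 plus Noxa peptide wells and 100% = peptide-only wells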
# Target sequence (Q07820 whole entry, looked up): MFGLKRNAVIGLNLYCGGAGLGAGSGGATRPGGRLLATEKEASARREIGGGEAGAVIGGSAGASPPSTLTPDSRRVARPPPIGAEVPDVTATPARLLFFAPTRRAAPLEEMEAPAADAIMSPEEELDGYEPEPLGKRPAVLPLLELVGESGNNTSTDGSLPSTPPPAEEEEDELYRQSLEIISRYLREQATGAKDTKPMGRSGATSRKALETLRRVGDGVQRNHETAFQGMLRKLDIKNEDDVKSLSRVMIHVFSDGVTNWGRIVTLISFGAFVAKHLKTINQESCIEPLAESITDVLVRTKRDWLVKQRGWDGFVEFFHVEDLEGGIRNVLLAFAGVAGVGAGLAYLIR
# Pf gametocyte = inhibitors of late stage P. falciparum gametocyte viability. P. falciparum stage V gametocytes, ATP luminescence, 24 h. AID 743093. 150,000 tested, 0.065% active. inhibition, % at 10.9 µM;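 active = inhibition above the mean plus 3 SD of compounds within the control limits, set per campaign, cut at about 38% in these data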;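 also: 0% = DMSO wells and 100% = medium only without gametocytes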
# Avidin fluor = compound fluoresces at 488/530 nm on avidin beads | compound fluorescence 488/530 nm, flow cytometry; active compounds read high | fluorescence (KMESF) at 10 µM | 220,000 tested, 0.38% active | AID 1775; in the data active = fluorescence above about 47; also: inactives centre near 10
# * hit, by the source's call. This is a subset. The share of hits here may be higher or lower than overall.
# Second line of a record: Mcl1-Noxa inh	Pf gametocyte	Avidin fluor
> C/C(=N\NC(=O)CC1N=C(Cc2ccccc2)NNC1=O)c1ccc(Br)cc1 (centres undefined)
 : 3	-9	8
> COCCOc1cc(COC)nc(-c2cccc(C)c2)n1
 : 19	6	6
> C=CCc1c(O)c(CC)cc2c(C)cc(=O)oc12
 : 24	3	9
> Cc1[nH]n(C)c(=O)c1C(=O)c1c(-c2ccccc2Cl)noc1C
 : 10	12	6
> CN1c2ccccc2C(=O)C(=C2SCCCS2)S1(=O)=O
 : 20	2	9
> Cc1ccc(NC(=O)c2nc[nH]c2C(=O)N[C@@H](C)C(=O)OC(C)(C)C)cc1
 : -8	-33	14
> [N-]=[N+]=CC(=O)C(c1ccccc1)(c1ccccc1)c1ccccc1
 : 9	-12	6
> O=C(CSc1nnc2n1CCCCC2)Nc1ccc(N2CCOCC2)cc1
 : 9	-10	8
> Cc1nnsc1C(=O)N/N=C/c1ccccc1Cl
 : -5	4	6
> COC(=O)c1sc(C(C)(C)C)cc1CS(=O)(=O)c1ccccn1
 : 5	-8	2
> COc1cc(C2=Nc3ccc(Br)cc3C(c3ccccc3)N2CC(=O)NN)cc(OC)c1OC (centres undefined)
 : 2	-11	9
> Cc1c(C(=O)NNc2c(Cl)cccc2Cl)n(C)oc1=O
 : 3	7	5
> COc1cccc(CN2CCN(Cc3cc4ccccc4[nH]3)CC2CCO)c1 (centres undefined)
 : 6	-3	6
> O=S(=O)(c1ccc(F)cc1)N1CCCN(c2nccc(C(F)(F)F)n2)CC1
 : 6	-2	7
> C[C@@H](NC(=O)OC(C)(C)C)c1nnc(S(=O)(=O)Cc2ccccc2)o1
 : 10	-28	3

# Reprinted from the results shown, 13 compounds:
# Second line of a record: Mcl1-Noxa inh	Pf gametocyte	Avidin fluor
> COCCOc1cc(COC)nc(-c2cccc(C)c2)n1
 : 19	6	6
> C=CCc1c(O)c(CC)cc2c(C)cc(=O)oc12
 : 24	3	9
> Cc1[nH]n(C)c(=O)c1C(=O)c1c(-c2ccccc2Cl)noc1C
 : 10	12	6
> CN1c2ccccc2C(=O)C(=C2SCCCS2)S1(=O)=O
 : 20	2	9
> Cc1ccc(NC(=O)c2nc[nH]c2C(=O)N[C@@H](C)C(=O)OC(C)(C)C)cc1
 : -8	-33	14
> [N-]=[N+]=CC(=O)C(c1ccccc1)(c1ccccc1)c1ccccc1
 : 9	-12	6
> O=C(CSc1nnc2n1CCCCC2)Nc1ccc(N2CCOCC2)cc1
 : 9	-10	8
> Cc1nnsc1C(=O)N/N=C/c1ccccc1Cl
 : -5	4	6
> COC(=O)c1sc(C(C)(C)C)cc1CS(=O)(=O)c1ccccn1
 : 5	-8	2
> COc1cc(C2=Nc3ccc(Br)cc3C(c3ccccc3)N2CC(=O)NN)cc(OC)c1OC (centres undefined)
 : 2	-11	9
> Cc1c(C(=O)NNc2c(Cl)cccc2Cl)n(C)oc1=O
 : 3	7	5
> COc1cccc(CN2CCN(Cc3cc4ccccc4[nH]3)CC2CCO)c1 (centres undefined)
 : 6	-3	6
> O=S(=O)(c1ccc(F)cc1)N1CCCN(c2nccc(C(F)(F)F)n2)CC1
 : 6	-2	7

# Next section
# Second line of a record: Mcl1-Noxa inh	Pf gametocyte	Avidin fluor
> CCOP(=O)(OCC)c1nc(Cc2ccccc2)oc1NCc1ccccc1
 : 5	-4	7
> COc1ccc(CCNC(=O)c2ccc(N(C)S(=O)(=O)c3ccccc3)cc2)cc1
 : -3	-1	5
> Cn1nc(C(F)(F)F)c(-c2ccc(Br)cc2)c1NC(=O)C1CCC1C(=O)O (centres undefined)
 : -17	10	7
> OCCN1CCN(C(=S)c2ccc(-c3ccccc3)cc2)CC1
 : 13	-9	6
> C=CCON1C(=O)C(=O)N(OCC=C)[C@H]2CCCC[C@H]21
 : -17	2	6
> Cc1ccc(OC(=O)c2c(C)nn(-c3ccccc3)c2C)cc1
 : -10	-11	4
> COC(=O)[C@@H]1C[C@@]2(O)[C@@H](O)[C@@H](O)[C@@H](O)C[C@H]2N1Cc1cc(OC)cc(OC)c1
 : -10	7	7
> CCOc1ccc(NC(=O)CSc2nc3nc4c(cc3c(=O)n2CC)COC(C)(C)C4)cc1
 : 2	9	6
> Cc1nc(-c2ccc(S(=O)(=O)Nc3cc(S(=O)(=O)N(C)C)ccc3C)s2)cs1
 : 14	6	6
> CN1C(C(=O)NCCc2cccs2)CC2Cn3c(nc4ccccc43)C21 (centres undefined)
 : 5	26	10
> CCCCn1c(=O)[nH]c2nc3cc(NC(C)=O)ccc3nc2c1=O
 : -1	-2	6
> NC1=NC[C@@H](Cc2ccc(O)cc2)N1CCCCC1CCCCC1
 : -4	15	9
> O=C(CC1C(=O)NCCN1C(=O)Nc1ccc(F)cc1F)Nc1cc(Cl)ccc1Cl (centres undefined)
 : -1	0	8
> Cc1nc(C(=O)NNC(=O)c2ccc(Cl)cc2)c(C(F)(F)F)o1
 : -20	-18	7
> O=C(O)/C=C/C(=O)c1ccc(O)cc1
 : -1	-21	5

# Carrying on.
# Second line of a record: Mcl1-Noxa inh	Pf gametocyte	Avidin fluor
> Cc1cc(=O)[nH]c(-c2ccc(Cl)cc2)n1
 : -11	-7	11
> Cc1ccc2c(c1)C(=C(C#N)C#N)C(=O)N2CCN1CCCCC1
 : 12	-20	6
> Cc1c(C(=O)OC/C(O)=C(\C#N)c2nc3ccccc3[nH]2)oc2ccc(Br)cc12
 : -16	-1	7
> CCOC(=O)c1sc(NNC(=O)c2ccc(C)cc2)nc1C
 : 25	12	3
> O=C(Nc1cccc(/C=C/c2nc3ccccc3c(=O)[nH]2)c1)c1ccccc1Cl
 : -3	10	3
> COC(=O)[C@H](C)NC(=O)NCc1ccc(S(N)(=O)=O)cc1
 : 14	5	7
> O=C(c1ccc(-c2ccccc2)c(F)c1)C1CCCN(CCCn2cccn2)C1 (centres undefined)
 : 9	2	5
> Cc1cc(N=Nc2ccc(Cl)cc2)cc(CN2CCCC2)c1O
 : 5	4	6
> O=C1COc2ccc(C(=O)CSc3nnc(NCc4ccccc4)s3)cc2N1
 : 27	-3	10
> CC(C)CCN1NC2(CCCC(C)C2)NC1=S (centres undefined)
 : -7	19	10
> Clc1ccccc1/C=C/c1nc(-c2ccccn2)no1
 : 6	-8	9
> CCc1ccccc1-n1nnnc1-c1cnccc1C(F)(F)F
 : -4	6	6
> Oc1cccc2cnccc12
 : 2	10	14
> CC(=O)c1c(C)[nH]c(=S)c(C#N)c1-c1ccc(Cl)cc1
 : -10	-19	6
> O=C(NNc1ccccc1[N+](=O)[O-])Nc1cccc(Cl)c1
 : 9	-8	7

# Remaining list, next part
# Second line of a record: Mcl1-Noxa inh	Pf gametocyte	Avidin fluor
> O=[N+]([O-])c1ccc2c(c1)nc1n2CCN(c2ccccc2)C1
 : 13	11	13
> Cc1cc(C)n(-c2cc(C(C)(C)C)nc3c(-c4ccccc4)cnn23)n1
 : 7	-11	10
> Cn1cnnc1SCC(=O)NN1C(=O)NC(C)(c2ccccc2)C1=O (centres undefined)
 : 3	-4	6
> NC(=O)CC(NC(=O)c1ccccc1)c1ccc(NCCc2ccc(F)cc2)c([N+](=O)[O-])c1 (centres undefined)
 : -15	5	11
> CCCOCc1ccc(O)c2ncccc12
 : -85	-12	6
> Cc1nnc(N/N=C/c2ccccn2)[nH]c1=O
 : -92	7	4
> COC(=O)c1ccc(COc2ccc(C)cc2[N+](=O)[O-])o1
 : 2	-4	6
> CCCCN(CCCC)C(=O)c1sc2nc(N3CCOCC3)c3c(c2c1N)CCCC3
 : -9	16	7
> CC(/C=N/NC(=O)CSc1n[nH]c(=O)[nH]c1=O)=C\c1ccccc1
 : 15	7	3
> CCCC(=O)OCC(=O)Nc1ccc([N+](=O)[O-])cc1C#N
 : -5	-17	6
> COc1cccc(OC)c1C(=O)O/N=C(\N)c1ccncc1
 : 8	-19	5
> CCN(CC)CCCNc1nc(-n2nc(C)cc2C)nc2sc3c(c12)CC(C)(C)OC3
 : 13	-32	22
> NC(=O)C1CCN(C(=O)c2ccc3nc(N4CCCCC4)sc3c2)CC1
 : -10	-8	8
> CC(C)N(C(=O)c1ccc(-c2ccccc2F)cc1)C(C)C
 : -5	-6	6
> CCc1cccc(NC(=O)C2CCCN2S(=O)(=O)c2ccc3c(c2)n(C)c(=O)c(=O)n3C)c1 (centres undefined)
 : 0	10	5

# (further entries)
# Second line of a record: Mcl1-Noxa inh	Pf gametocyte	Avidin fluor
> c1csc(-c2noc(CN3CCOCC3)n2)c1
 : -12	-3	6
> Cc1cccc(-c2nc3c(c(=O)c4ccccc4n3C)c(=O)n2-c2ccccc2)c1
 : -27	4	9
> COc1ccc(CCNc2ccc(C(CC(N)=O)NC(=O)Cc3ccc(Br)cc3)cc2[N+](=O)[O-])cc1 (centres undefined)
 : -1	12	8
> COC(=O)/C(C#N)=C/c1c(Oc2cc(C)cc(C)c2)nc2ccccn2c1=O
 : 5	-5	4
> CCOC(=O)C(=CNc1ccc(OC)cc1[N+](=O)[O-])C(=O)OCC
 : 13	9	3
> O=[N+]([O-])/C(C(Cl)=C(Cl)Cl)=C1\Nc2ccccc2O1
 : 17	-4	8
> N#Cc1c(/N=C/c2cccnc2)sc2c1CCCC2
 : 9	-2	4
> CC1Cc2ccccc2N1S(=O)(=O)c1cnc(Cl)c(Br)c1 (centres undefined)
 : -3	10	5
> O=C(CSc1nncc2ccccc12)Nc1cccc(C(=O)O)c1
 : -6	5	7
> NS(=O)(=O)c1ccc(NC(=O)COC(=O)c2ccc(Cl)cc2[N+](=O)[O-])cc1
 : 4	-8	6
> CC(=O)c1ccc(Sc2ccccn2)c([N+](=O)[O-])c1
 : 3	11	8
> CC1(C)SC[C@H](C(=O)Nc2cccc(Cl)c2)N1C=O
 : 22	5	8
> C/C=C(/C)C(=O)Nc1cccc(C2=NOC3(C2)C[C@@H](C(N)=O)N(C(=O)CC(c2ccccc2)c2ccccc2)C3)c1 (some centres undefined)
 : 11	-21	11
> O=C1C=C(Nc2ccccc2C(=O)O)c2ccccc2C1=O
 : 14	7	7
> CC(CNS(=O)(=O)c1ccccc1)Sc1ncccn1 (centres undefined)
 : 9	6	4

# The list continues:
# Second line of a record: Mcl1-Noxa inh	Pf gametocyte	Avidin fluor
> Cc1cccc(N2CCN(C(=S)NC3CCCCC3)CC2)c1C
 : 2	4	12
> O=C(c1ccc(Cl)nc1)N1CCC(Cc2ccccc2)CC1
 : 11	-9	9
> CC(C)c1ccc(NC(=S)Nc2ccc3[nH]c(=O)[nH]c3c2)cc1
 : 0	21	9
> O=C1CCCC2=C1Sc1ccccc1N2
 : 1	-5	13
> COc1ccc(-c2nc3n(c2C)CCC3)cc1
 : 26	-2	3
> CC(C)Sc1nc(SCC(=O)O)c2c3c(sc2n1)COC(C)(C)C3
 : 3	-4	4
> CC(C)(C)c1ccc(N2C(=O)CSC2c2cccnc2)cc1 (centres undefined)
 : -13	-50	6
> CCOc1ccc(-n2c(=O)c3ccccc3c3ccccc3c2=O)cc1
 : 7	-4	9
> CC(=O)/C(C#N)=C1\NC(=O)C(Cc2ccccc2C)S1 (centres undefined)
 : 9	16	8
> Cc1csc(NC(=O)COCC(=O)O)c1-c1nc2ccccc2s1
 : 4	-6	10
> Cc1ccccc1CSc1nnc(CCCCCNC(=O)OC(C)(C)C)o1
 : 9	16	5
> Cc1ccc(S(=O)(=O)NNC(=S)NCCc2ccccc2)cc1
 : 13	5	3
> C=CCN(C(=O)c1ccc(Cl)cc1)c1ccccc1C(=O)NCC(=O)O
 : 20	-55	4
> COc1ccc(/C=C2\Oc3cc(OC(=O)N4CCOCC4)ccc3C2=O)c(OC)c1
 : 9	-12	5
> CCOc1ccc(-n2c(-c3ccco3)nc3c(cnn3-c3ccc(C)cc3)c2=O)cc1
 : -18	3	7

# The list goes on.
# Second line of a record: Mcl1-Noxa inh	Pf gametocyte	Avidin fluor
> Cc1ccc(C)c(NC(=O)CSc2nnc(-c3ccncc3)o2)c1
 : 6	-13	4
> CC(C)Cn1c2c(c(=O)[nH]c1=O)C(NS(=O)(=O)c1ccc(Cl)cc1)(C(F)(F)F)C(=O)N2 (centres undefined)
 : -34	1	3
> Cc1sc(NC(=O)/C=C/c2ccco2)c(C(=O)O)c1C
 : -5	-3	7
> CCn1c(NC(=O)C(C)C)c(-c2ccccc2)c(=O)c2ccccc21
 : -3	-19	7
> O=C1CC(C(=O)Nc2ccc(Cl)cc2)S/C(=N\N=C\c2ccco2)N1 (centres undefined)
 : 5	7	3
> CCN1C(=O)[C@@H]2C(C(=O)c3cnccn3)=NN[C@@H]2C1=O
 : -6	-22	7
> COC(=O)N/N=C/c1cc(C)n(-c2ccc(Br)cc2)c1C
 : -5	14	6
> CCOC(=O)C1=C(c2ccccc2)NC(N)=NC1c1ccc(OCc2ccc(Cl)cc2)c(OC)c1 (centres undefined)
 : 18	-18	9
> COc1ccc(C(C)=O)cc1CSc1nnc(SCc2cc(C(C)=O)ccc2OC)s1
 : 5	8	11
> Cc1cc(Oc2ccc(=O)n(C)n2)nc(SCCOc2ccccc2)n1
 : -21	-4	14
> Cc1ccc2[nH]c(=O)c(CN(C(=O)c3cccc([N+](=O)[O-])c3)C(C)(C)C)cc2c1
 : -20	23	8
> CC(C)CCOC(=O)C(C)Sc1n[nH]c(=O)[nH]c1=O (centres undefined)
 : 13	-8	5
> CC1(C)Cc2c(sc3nc(C4CCCCC4)n(N)c(=O)c23)CO1
 : -9	-22	7
> CCOc1ccccc1NC(=O)C1CCC(CNc2c(N3CCCCC3)c(=O)c2=O)CC1 (centres undefined)
 : 10	-1	7
> CCC(=O)Nc1nc2nc(-c3ccccc3)cc(=O)n2[nH]1
 : 29	-8	7
> Oc1ccccc1N1CCN(c2nnnn2-c2ccccc2)CC1
 : -8	5	3
> CCN(CC)c1nc2c(c(=O)n(C)c(=O)n2C)n1CC(=O)c1ccccc1
 : -15	0	6
